Screening results as filed in PubChem BioAssay.
CHX counter: counter-screen hit for Shiga toxin inhibitors, cycloheximide | 300,000 tested, 12% active | max response, % | cell reporter, cycloheximide protein synthesis inhibition counterscreen; in the data active = max response mostly above about 13%, no sharp cut-off; inactive = mostly below about 14%; also: read at 38.3 µM for the half of the compounds with a filed dose; 0% is about no effect
Pf growth 96h: inhibits malaria parasite growth, 96 h; P. falciparum luciferase reporter growth, 96 h; Potency, µM (highest dose often 28.7 µM), inactives show at the top dose activity change, negative = inhibition, actives largely listed as inhibitors; 320,000 tested, 6.9% active; also: potency is read from the fitted curve at half-maximal effect; % is scaled to controls: 0 for no effect and ±100 for the full control effect
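Delayed-death screen, second-generation endpoint: infected erythrocytes, 2% hematocrit, 0.05% parasitemia final; 96 hours at 37 C, 5% CO2; luciferase detection reagent; luminescence decrease equals reduced growth.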
Pf growth 48h: P. falciparum growth inhibition at 48 hours (one generation); P. falciparum luciferase growth in erythrocytes, 48 h; Potency, µM (series often up to 28.7 µM), for inactives: at the highest dose activity change, negative = inhibition, most hits filed as inhibitors; 310,000 tested, 5.9% active; AID 504832; also: potency is read from the fitted curve at half-maximal effect; % is scaled to controls: 0 for no effect and ±100 for the full control effect
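Cell-based growth assay: transgenic P. falciparum expressing firefly luciferase, cultured in red cells within RPMI 1640 containing 0.5% w/v Albumax, 24 mM bicarbonate and gentamycin. A drop in luciferase activity indicates inhibition.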
Shiga toxin inh: blocks Shiga toxin action in Vero cells | Vero cells, Shiga toxin protein synthesis inhibition reporter | inhibition, % at 38.7 µM | 290,000 tested, 9.2% active | AID 2315; in the data active = inhibition mostly above about 28%, no sharp cut-off; inactive = mostly below about 43%; also: 0% is about no effect
AmpC no deterg: blocks E. coli AmpC beta-lactamase in detergent-free assay; P00811; AmpC nitrocefin hydrolysis, absorbance 480 nm, 0.0001% Triton; 330,000 tested, 0.52% active; Potency, µM (doses to about 57.1 µM), without a hit: at the highest dose activity change, negative = inhibition, hits mostly inhibitors;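 also: potency is read from the fitted curve at half-maximal effect; plate controls were no compound for no effect and no enzyme for full effect; nearly all actives have a fitted effect of over 20% in size; some results filed as inactive show a strong effect at the top dose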
Target sequence (P00811 whole entry, looked up): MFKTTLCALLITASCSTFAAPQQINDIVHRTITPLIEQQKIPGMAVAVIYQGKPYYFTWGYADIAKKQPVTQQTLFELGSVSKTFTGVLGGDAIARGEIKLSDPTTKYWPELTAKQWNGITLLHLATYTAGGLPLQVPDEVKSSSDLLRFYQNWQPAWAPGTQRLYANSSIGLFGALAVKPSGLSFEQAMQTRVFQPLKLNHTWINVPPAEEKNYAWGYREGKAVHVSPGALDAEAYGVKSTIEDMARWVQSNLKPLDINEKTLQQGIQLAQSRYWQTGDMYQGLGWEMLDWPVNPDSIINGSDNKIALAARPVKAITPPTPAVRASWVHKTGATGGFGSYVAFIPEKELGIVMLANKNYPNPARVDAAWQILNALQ
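AmpC (5.3 nM in the dispensed reagent) in 20 mM phosphate pH 7.0 with 0.01% (detergent screen) or 0.0001% Triton X-100 was preincubated with compounds for 15 min at room temperature. Nitrocefin was then added from an 800 uM solution, and hydrolysis was followed at 480 nm.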
TbPYK inhibitor: inhibitors of Trypanosoma brucei pyruvate kinase | TbPYK enzyme, Kinase-Glo Plus ATP luminescence, 45 min | 410,000 tested, 0.12% active | AID 624173 | Potency, µM (top dose mostly 76.8 µM), inactives show at the highest dose activity, negative = inhibition, most hits filed as inhibitors | Q57TT1; also: potency is read from the fitted curve at half-maximal effect; % is scaled to controls: 0 for no effect and ±100 for the full control effect; nearly all actives have a fitted effect of over 50% in size
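T. brucei PYK with substrate was exposed to pin-transferred compounds across a concentration series, then started with 130 uM ADP (final). After 45 min at room temperature, Kinase-Glo Plus luminescence was read, normalized and curve-fitted.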
LmPK inhibitor: blocks Leishmania mexicana pyruvate kinase activity; 290,000 tested, 0.37% active; Potency, µM (titrated, usually from 57.5 µM), for the others: top-dose activity change, negative = inhibition, actives largely listed as inhibitors; AID 1721; Q27686; purified LmPK, Kinase-Glo ATP luminescence, 1 h; also: potency is read from the fitted curve at half-maximal effect; % is scaled to controls: 0 for no effect and ±100 for the full control effect
Target sequence (Q27686 whole entry, looked up): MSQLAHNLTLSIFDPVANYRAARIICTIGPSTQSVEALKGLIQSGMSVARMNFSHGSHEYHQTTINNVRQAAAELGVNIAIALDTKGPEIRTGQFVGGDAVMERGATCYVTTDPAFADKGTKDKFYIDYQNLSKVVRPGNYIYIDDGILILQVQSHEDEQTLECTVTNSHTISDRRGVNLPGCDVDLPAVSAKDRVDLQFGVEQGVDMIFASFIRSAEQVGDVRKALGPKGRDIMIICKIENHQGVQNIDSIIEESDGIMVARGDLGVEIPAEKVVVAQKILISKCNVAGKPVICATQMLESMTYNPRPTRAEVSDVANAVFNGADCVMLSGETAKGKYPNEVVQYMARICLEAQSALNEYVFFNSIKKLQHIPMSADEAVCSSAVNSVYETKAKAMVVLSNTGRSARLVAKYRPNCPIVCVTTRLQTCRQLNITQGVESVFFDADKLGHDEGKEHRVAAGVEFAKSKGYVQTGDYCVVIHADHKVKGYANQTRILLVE
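Purified LmPK (0.1 nM) with 0.5 mM PEP and 0.1 mM ADP in imidazole buffer pH 7.2 with MgCl2/KCl, 1 h at room temperature. ATP formed was read by luciferase luminescence and normalized to no-enzyme and uninhibited controls.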
* = called active by the depositor; u = inconclusive; x = not tested or not shown; & = joins results of further samples; [ ] = dose if it differs, or a comment. Unless noted, calls follow the shape of the dose curve; as a rule, active = well fitted curve in the direction sought with a large enough effect; inconclusive = small, poorly fitted or top-dose-only effect, or another doubt; inactive = no such curve, though single readings can be large; an effect the other way counts as inactive or inconclusive.

Screens in order – CHX counter	Pf growth 96h	Pf growth 48h	Shiga toxin inh	AmpC no deterg	TbPYK inhibitor	LmPK inhibitor
1	COc1cc(NC(=O)c2cc(C)on2)cc(C(=O)Nc2cccc(C(F)(F)F)c2)c1
 : -3	u	u	1	-17%	4%&5%	-2%
2	COCCc1ncc(CN2CCC(C(=O)Nc3cccc(-c4cscn4)c3)CC2)cn1
 : -3	12%	-7%	-9	9%	-9%	3%
3	CCOC(=O)/C(=N/Nc1ccc(OC)cc1)N1CCCc2ccccc21
 : 21	u	u	41*	-2%	0%	1%
4	O=[N+]([O-])c1cccc(C(=Nc2ccccc2)NO)c1
 : -2	-2%	16%	9	-13%	-4%	1%
5	O=C(N/N=C\c1ccoc1)c1ccco1
 : 35*	12%	11%	61*	-9%	-2%	1%
6	O=C(CSc1ccccn1)Nc1cccc(NC(=O)CSc2ccccn2)n1
 : 18	10%	x	20	-24%	-6%	9%
7	CCOC(=O)c1cnn(-c2cc(C)nc3c(-c4ccccc4)cnn23)c1N
 : 16	49%[activator]	8%	19	-1%	-9%	-3%
8	CC1CCCCN1C(=O)CSc1nc2ccccc2[nH]1 (stereo not drawn)
 : 33*	-1%	74%[activator]	81*	1%	-5%	1%
9	Cc1ccc(S(=O)(=O)NCC(=O)N(CC(=O)NCc2ccco2)Cc2ccc(F)cc2)cc1
 : -2	u	u	27	-7%	9%	1%
10	COc1ccc(/C=N/N2CCN(c3ccc(Cl)cc3)CC2)cc1O
 : -1	125%[activator]	9%	-5	-4%	-4%	-1%
11	Cc1occc1C(=O)Nc1ccc(S(=O)(=O)N2CCN(C)CC2)cc1
 : 4	x	25%	-1	-5%	-7%	3%
12	CS(=O)(=O)c1ccc2nc(NC(=O)CN3CCC(Cc4ccccc4)CC3)sc2c1
 : -6	33%[activator]	-1%	8	-12%	3%	1%
13	Nc1nonc1-n1nnc(C(=O)N/N=C/c2ccoc2)c1CSc1ccccc1
 : -3	u	0%	-4	-39%	-7%	1%
14	COc1ccc(C(CC(=O)N2CCC3(CC2)OCCO3)NS(=O)(=O)c2ccc(C)cc2)cc1 (stereo not drawn)
 : -2	u	-18%	8	u	1%	6%
15	CCOC(=O)CNC(=O)CNC(=O)C(Cc1ccc(N(CCCl)CCCl)cc1)NC(C)=O (stereo not drawn)
 : 2	0%	35%[activator]	8	-1%	-3%	-10%
16	Cc1onc(-c2ccccc2Cl)c1C(=O)NCCCN1CCOCC1
 : 0	0%	u	-5	-7%	3%	-6%
17	Cc1oc(-c2ccc(F)cc2)nc1CN(Cc1ccccn1)CC1CCCO1 (stereo not drawn)
 : -3	u	u	-8	70%[activator]	-7%	4%
18	Cc1cccc(N2CCN(C(=O)c3cccc(N4CCCC4=O)c3)CC2)c1C
 : -5	-18%	u	-9	119%[activator]	0%	4%
19	FC(F)Sc1ccc(NC(=S)NCc2ccccc2)cc1
 : 12	-4%	0%	38	-33%	-2%	6%
20	Cc1cc(N/C=C\C(=O)c2ccc(Cl)c(Cl)c2)no1
 : 12*	-15%	-11%	60*	-14%	-2%	0%
21	O=S(=O)(c1ccccc1)c1cnn(-c2ccccc2)c1-c1ccc(F)cc1
 : -3	5.9µM*	u	-7	-6%	x	4%
22	COc1ccc(OCC(=O)NS(=O)(=O)c2ccccc2)cc1
 : -4	15%	1%	3	2%	-5%	-1%
23	Cc1cc(C(C)(C)C)oc1C(=O)N(CC(=O)NC1CCCC1)c1c(C)cccc1C
 : -2	u	u	-9	66%[activator]	-2%	2%
24	Cc1cc(C(C)(C)C)oc1C(=O)N(CC(=O)NC1CCCC1)Cc1ccccc1Cl
 : 6	9.3µM*	u	1	5.6µM*	-1%	1%
25	Cc1ccccc1S(=O)(=O)Oc1ccccc1C(=O)Oc1ccccc1
 : -1	163%[activator]	43%[activator]	17	-30%	5%	0%
26	O=C(CCC(=O)c1ccccc1)Nc1cccnc1
 : 26	x	58%[activator]	-19	-9%	4%	3%
27	CCOC(=O)N1CCN(CCC(=O)Nc2ccccc2)CC1
 : -3	-13%	-15%	x	-10%	2%	-5%
28	C/C(=N\NC(=O)Cn1c(C)nc2ccccc21)c1cccs1
 : 6	u	2%	-4	-7%	9%	-5%
29	OCCc1ccc(-c2ccc(Cl)cc2)o1
 : 31*	x	68%[activator]	108*	-18%	-1%	-3%
30	COc1ccc(S(=O)(=O)Cc2ccc(C(=O)NCc3ccccn3)o2)cc1
 : -4	u	x	10	4%	-21%	2%
31	CC1CCN(C(=O)CSc2nc3c(cnn3-c3ccccc3)c(=O)[nH]2)CC1
 : -3	u	x	14	-25%	1%	2%
32	CCCCC(=O)Nc1c2c(nn1-c1cccc(C)c1C)CS(=O)(=O)C2
 : -8	-1%	u	-3	-10%	-8%	7%
33	O=C(CN1CCOCC1)Nc1c(Cl)cc(Cl)cc1Cl
 : -3	16%	19%	-8	-3%	-1%	9%
34	CCc1cccc(C)c1NC(=S)NCC1CCN(c2ccc(OC)cc2)C1 (stereo not drawn)
 : -6	-4%	3.3µM*	9	-6%	u	3%
35	Cc1ccc(C(=O)NCC(=O)N2CCCN(S(=O)(=O)c3ccc(C)cc3)CC2)cc1
 : x	5%	u	x	31%	-2%	x
36	O=C(NNC(=O)c1ccc([N+](=O)[O-])o1)c1ccccc1
 : 25*	-12%	u	52	-2%	-2%	-4%
37	COc1ccc(Br)cc1CN(C)C(=O)c1ccc2c(c1)NC(=O)C(C)S2 (stereo not drawn)
 : -4	u	u	-2	32%	-6%	0%
38	CC(=O)c1ccc(OC(=O)N(C)c2ccccc2)cc1
 : 36*	0%	60%[activator]	66*	51%	6%	0%
39	COc1ccc(Cl)cc1C(=O)Nn1c(C)nc2ccccc2c1=O
 : -1	-26%	42%[activator]	-7	2%	2%	-4%
40	Cc1cc(C)c2nc(N3CCCN(C(=O)c4ccco4)CC3)c(C#N)cc2c1
 : 6	u	0%	15	40%	x	2%
41	O=C(CCl)NN=C(c1ccccc1)c1ccccc1
 : 12	u	4%	29	-25%	2%	7%
42	Cc1cc(=O)[nH]c(N2CCCNCC2)n1
 : -1	-32%	12µM*	-11	-7%	-5%	-2%
43	O=c1[nH]c(Nc2ccc3c(c2)OCCO3)nnc1Cc1ccccc1
 : -1	6%	u	-12	-21%[11.4 µM]	3%	8%
44	Fc1ccc(-[n+]2nc(Nc3ccccc3)sc2-c2c(Cl)cccc2Cl)cc1
 : -1	u	u	11	19%	5%	-3%
45	N#CC(Nc1ccccc1)c1ccccc1OCc1ccccc1 (stereo not drawn)
 : 8	x	12%	-16	-25%	5%	4%
46	CCN(CC(=O)Nc1ccc2c(c1)OCCO2)C(=O)CN1C(=O)NC(C)(c2ccc(C)cc2)C1=O (stereo not drawn)
 : x	-11%	u	x	19%	3%	x
47	CC(C)C(c1nnnn1Cc1ccc2c(c1)OCO2)N1CCN(C)CC1 (stereo not drawn)
 : -3	3%	-18%	12	-25%	2%	1%
48	Cc1nc(NC(=O)c2ccccc2[N+](=O)[O-])sc1C(=O)N(C)C
 : 2	74%[activator]	39%[activator]	8	-8%	-5%	-1%
49	Cc1cccc2c(N)c3c(nc12)CCCC3 (tested in a mixture with another compound)
 : 5	u	4.7µM*	8	-17%	-1%	2%
50	O=C(COc1ccc2c(c1)OCO2)Nc1nncs1
 : 18*	16%	27%	33	-20%	-1%	-1%
51	CCN(CC)CC#CCC(O)(c1ccccc1)C1CCCCC1 (stereo not drawn)
 : 18	177%[activator]	15%	19	3%	-5%	4%
52	CCN(C(=O)CSc1cc(C)c2ccccc2n1)c1c(N)n(Cc2ccccc2)c(=O)[nH]c1=O
 : -3	-17%	-4%	-11	-7%	-3%	1%
53	Cc1nc(C(=O)NCC(=O)c2ccc(Cl)cc2)c(C(F)(F)F)o1
 : 11	-22%	u	12	0%	-9%	4%
54	COc1ccc(N2CC(C(=O)NCCS(=O)(=O)N3CCN(c4ccccc4)CC3)CC2=O)cc1 (stereo not drawn)
 : 5	107%[activator]	-1%	-4	-9%	-2%&-8%	-1%
55	Cn1c(=O)c2c(nc(Cl)n2CC(=O)NC2(C#N)CCCCC2)n(C)c1=O
 : x	2%	0%	x	-1%	-1%	x
56	O=C1[C@H]2[C@@H](c3ccc(Cl)cc3)N3C(=O)N(c4cccc(F)c4)C(=O)[C@@]3(Cc3ccccc3)[C@H]2C(=O)N1C1CCCCC1
 : x	8.3µM*	9.3µM*	x	6%	-1%	x
57	COc1ccc(S(=O)(=O)Nc2cccc(C(C)=O)c2)cc1Br
 : -6	21%	9%	-12	-27%	2%	0%
58	C/C(=N/NC(=O)c1nnn(-c2nonc2N)c1-c1ccccc1)c1ccncc1
 : -3	7.4µM*	17%	-15	13%	-3%	6%
59	Cc1ccc(S(=O)(=O)Nc2ccccc2F)cc1C(=O)NCCCN1CCCC1=O
 : -3	-27%	9%	-3	-5%	-3%	0%
60	Cc1nnc(NC(=O)CSc2ccccc2N)s1
 : 26*	u	27%	38	-22%	-9%	-1%

Profiles, looked up by structure. Values in the order: CHX counter	Pf growth 96h	Pf growth 48h	Shiga toxin inh	AmpC no deterg	TbPYK inhibitor	LmPK inhibitor
CCN(CC)CC#CCC(O)(c1ccccc1)C1CCCCC1 (stereo not drawn) across the screens: 18	177%[activator]	15%	19	3%	-5%	4%
Cc1cccc2c(N)c3c(nc12)CCCC3 (tested in a mixture with another compound) across the screens: 5	u	4.7µM*	8	-17%	-1%	2%
Cc1cc(N/C=C\C(=O)c2ccc(Cl)c(Cl)c2)no1 across the screens: 12*	-15%	-11%	60*	-14%	-2%	0%

(further entries)
Screens in order – CHX counter	Pf growth 96h	Pf growth 48h	Shiga toxin inh	AmpC no deterg	TbPYK inhibitor	LmPK inhibitor
61	CC1CN(C(=O)COC(=O)c2ccc(N)c([N+](=O)[O-])c2)CC(C)O1 (stereo not drawn)
 : 11	21%	29%	-4	-7%	1%	1%
62	O=C(O)c1ccc(Cn2cnc3cccnc32)cc1
 : -3	6%	1%	-11	-1%	u	-1%
63	CN1C(=O)C(C)(C)c2cc(S(=O)(=O)N3CCCC3C(=O)NCc3ccccc3Cl)ccc21 (stereo not drawn)
 : -1	-2%	u	4	77%[activator]	4%	-1%
64	CCC(C(=O)O/N=C(\N)c1cccc(C)c1)c1ccccc1 (stereo not drawn)
 : 24*	28%	x	115	-24%	-5%	-8%
